USP2a inh = qHTS Assay for Inhibitors of Ubiquitin-specific Protease USP2a Using CHOP2 as the Reporter. USP2 core, Ub-CHOP2 coupled fluorogenic reporter, 485/531. Potency, µM (series often up to 38.3 µM), inactives show at the highest dose activity change, negative = inhibition, most hits filed as inhibitors. 0.01% of 330,000 active. AID 463254, 2010;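 further: potency means the concentration at half of the fitted maximal effect; plate controls were DMSO wells for no effect and full inhibition by NEM control for full effect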
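Cell-free coupled assay: 10nM USP2 core preincubated 30min RT with compound in Tris-HCl pH 8.0/CaCl2/CHAPS buffer, then 25nM Ub-CHOP2 and 25nM reporter substrate; fluorescence (Ex 485/Em 531) read after 60min RT, normalized to NEM inhibition, concentration-response curves fitted.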
GALK inh = qHTS Assay for Inhibitors of Human Galactokinase (GALK); 0.007% of 270,000 active; Potency, µM (titrated, usually from 57.5 µM), inactives show top-dose activity change, negative = inhibition, hits mostly inhibitors; P51570; AID 1868, 2009; Purified GALK, Kinase-Glo residual ATP luminescence; further: potency means the concentration at half of the fitted maximal effect
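GALK at 5 nM final was combined with compound, 35 uM ATP and 100 uM galactose in HEPES pH8.0 with MgCl2 and DTT. The reaction ran one hour at room temperature before luminescent ATP detection.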
Eya2 phos inh = qHTS Assay for Inhibitors of the Phosphatase Activity of Eya2. 0.006% of 330,000 active. Potency, µM (doses to about 76.9 µM), inactives show at the top dose activity, negative = inhibition, usual class: inhibitors. Protein phosphatase EYA2 (Homo sapiens), O00167. recombinant Eya2, OMFP fluorescence dephosphorylation (OMFP is methylfluorescein phosphate); further: potency means the concentration at half of the fitted maximal effect
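Eya2 protein (added as 0.2 uM solution) was preincubated with compound for 10 min at ambient temperature in 50 mM HEPES pH 7.5, 50 mM NaCl, 5 uM MgCl2, 0.05% BSA, 1 mM DTT. OMFP (added at 50 uM) then reacted 10 min; fluorescence read at 485/525 nm.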
FBPA coupling cs = qHTS Assay for Inhibitors of Fructose-1,6-bisphosphate Aldolase from Giardia Lamblia: Coupling assay counterscreen; 0.67% of 290,000 active; coupling enzyme system counterscreen, AmpLite Red fluorescence; activity change, negative = inhibition, % at 58.2 µM, hits read low; in the data active means activity change below about -30%
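Activity here indicates interference with the coupling reaction, not aldolase inhibition. Compounds at 57.5 uM final met coupling enzymes for 10 min at RT; substrate and AmpLite Red detection followed, with a 525/598 nm fluorescence read after 20 min.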
KCNH2 3.1 block = qHTS for Inhibitors of KCHN2 3.1: Mutant qHTS | Potassium voltage-gated channel subfamily H member 2, brain isoform KCNH2 3.1 (human) | U2OS KCNH2 3.1, thallium flux FluxOr; active compounds read low | activity change, % (tested at about 1.8 µM) | 0.95% of 340,000 active;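 active means maximum activity change below -70%; inconclusive means maximum activity change from -70% to -50%; inactive means maximum activity change above -50%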;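 further: thallium influx rate constant from kinetic fluorescence after stimulation buffer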
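We transduce U2OS cells with the mutant 3.1 virus, culture them overnight, load FluxOr with Red40 quencher for 45 min, then add stimulation buffer and read kinetically for 2 min to derive a normalized rate constant.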
B2AR arrestin = qHTS assay of beta-arrestin-biased ligands of beta2-adrenergic receptor; beta-arrestin recruitment to beta2AR, cell-based reporter; Potency, µM (top dose mostly 46.1 µM), without a hit: top-dose activation, most hits filed as activators; 0.02% of 330,000 active;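 further: potency means the concentration at half of the fitted maximal effect; 0% = DMSO controls and full agonism = EC100 isoproterenol or metaproterenol; nearly all actives have a fitted effect of over 65% in size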
Target sequence (P07550 whole entry, looked up): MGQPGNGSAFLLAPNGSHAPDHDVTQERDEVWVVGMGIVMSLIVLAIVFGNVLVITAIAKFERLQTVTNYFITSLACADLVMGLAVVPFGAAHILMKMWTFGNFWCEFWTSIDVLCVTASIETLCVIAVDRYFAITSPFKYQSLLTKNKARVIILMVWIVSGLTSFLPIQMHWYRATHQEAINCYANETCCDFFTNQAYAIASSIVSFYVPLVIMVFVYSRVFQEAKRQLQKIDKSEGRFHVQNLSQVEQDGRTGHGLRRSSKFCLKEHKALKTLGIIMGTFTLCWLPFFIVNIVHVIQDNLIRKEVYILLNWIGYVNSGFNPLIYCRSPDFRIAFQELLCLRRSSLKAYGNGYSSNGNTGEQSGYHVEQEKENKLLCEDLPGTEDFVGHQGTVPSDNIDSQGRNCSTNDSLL
BCR signal inh = qHTS Assay to Find Inhibitors of Chronic Active B-Cell Receptor Signaling. ABC-DLBCL IkBa-CBG/CBR reporter, luminescence ratio, 4 h. Potency, µM (top dose mostly 46.1 µM), for the others: top-dose ratio change, negative = lower green/red ratio, most hits filed as inhibitors. 0.05% of 340,000 active; active means well fitted inhibition curve with a large enough effect in the signal ratio, with a control signal flat, not every such curve was filed as active; inconclusive means small, poorly fitted or top-dose-only effect, or effect the other way, or a change in a side signal; the % refers to the signal ratio;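 further: potency means the concentration at half of the fitted maximal effect; plate controls were basal doxycycline-induced cells for no effect and cells given 10 µM MG132 for full effect; MG132 reads +100%, hits lower the ratio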
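TMD8 ABC-DLBCL cells carrying doxycycline-inducible green luciferase fused to IkappaBalpha plus unfused red luciferase were exposed to compounds (up to 46 uM) for 4 hrs at 37C. Activity came from the overlap-corrected green/red luminescence ratio.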
uPA surface inh = qHTS for Inhibitors of Cell Surface uPA Generation; cell surface uPA generation assay, qHTS; Potency, µM (doses to about 38.3 µM), for the others: top-dose activity change, negative = inhibition, actives largely listed as inhibitors; 0.31% of 330,000 active; AID 540303, 2011; active means well fitted inhibition curve with a large enough effect; inconclusive means small, poorly fitted or top-dose-only effect; inactive means no such curve, though single readings can be large or run the other way; tested in mouse RAW 264.7 cells; further: potency means the concentration at half of the fitted maximal effect; nearly all actives have a fitted effect of over 55% in size
Giardia killer = Small Molecules that selectively kill Giardia lamblia: qHTS | 0.15% of 340,000 active | Giardia lamblia trophozoite viability | AID 540267, 2011 | activity change, % at 7.66 µM, hits read low; in the data active means activity change below about -80%; inconclusive means between about -30% and that limit;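 further: parasites exposed to compound for two days anaerobically before the ATP read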
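Trophozoites 100 cells/well + cpd; 48 hrs, 37 deg C, anaerobic. ATPLite 1-Step added, 15-30 min RT, luminescence read (ATP-based viability).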
hERG WT inh = qHTS for Inhibitors of KCHN2 3.1: Wildtype qHTS | 0.37% of 340,000 active | U2OS, BacMam KCNH2, thallium flux FluxOr; active compounds read low | AID 720551, 2013 | activity change, % at 1.84 µM | Voltage-gated inwardly rectifying potassium channel KCNH2 (Homo sapiens), Q12809;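 active means maximum activity change below -70%; inconclusive means maximum activity change between -70% and -50%; inactive means maximum activity change above -50%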
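U2OS cells transduced with wild-type KCNH2 virus are loaded with FluxOr dye for 45 min, and thallium flux is measured in kinetic reads before and after stimulation buffer. Rate constants are normalized to DMSO controls.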
PKM2 act = qHTS Assay for Activators of Human Muscle isoform 2 Pyruvate Kinase. purified PKM2, Kinase-Glo ATP luminescence, activation; response scale: 0% is enzyme alone, no compound. Pyruvate kinase PKM (Homo sapiens), P14618. 0.34% of 260,000 active. Potency, µM (titrated, usually from 57.5 µM), without a hit: at the highest dose activation, most hits filed as activators; further: potency means the concentration at half of the fitted maximal effect; nearly all actives have a fitted effect of over 55% in size
Target sequence (P14618 whole entry, looked up, canonical isoform): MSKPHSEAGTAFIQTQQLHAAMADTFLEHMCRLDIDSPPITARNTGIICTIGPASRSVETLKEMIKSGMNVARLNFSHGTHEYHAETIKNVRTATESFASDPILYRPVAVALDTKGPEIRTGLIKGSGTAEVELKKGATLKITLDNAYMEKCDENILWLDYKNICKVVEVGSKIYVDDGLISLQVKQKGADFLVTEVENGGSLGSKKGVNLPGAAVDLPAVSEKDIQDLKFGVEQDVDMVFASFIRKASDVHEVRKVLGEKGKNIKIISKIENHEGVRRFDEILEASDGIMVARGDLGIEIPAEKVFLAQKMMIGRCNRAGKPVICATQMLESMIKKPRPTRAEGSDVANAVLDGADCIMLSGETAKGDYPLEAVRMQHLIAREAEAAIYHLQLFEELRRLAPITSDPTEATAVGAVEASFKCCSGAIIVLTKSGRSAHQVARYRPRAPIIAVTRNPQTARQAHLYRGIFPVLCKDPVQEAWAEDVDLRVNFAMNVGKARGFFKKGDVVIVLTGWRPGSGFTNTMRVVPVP
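ATP formation by purified human PK-M2, quantified via coupled luciferase luminescence after 1 h at room temperature with 0.1 mM ADP and 0.5 mM PEP final.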
Numbers without * were called inactive; u = inconclusive; x = not tested or not shown; [ ] = dose if it differs, or a comment. Unless noted, the call rests on the fitted dose curve; in most records, active means well fitted curve in the direction sought with a large enough effect; inconclusive means small, poorly fitted or top-dose-only effect, or another doubt; inactive means no such curve, though single readings can be large; an effect the other way counts as inactive or inconclusive. Unless noted, on the % scale 0 is the no-effect control and ±100 the full control effect. An unsorted share of the library (roughly 2.4% active in at least one column).

molecule | FBPA coupling cs | BCR signal inh | uPA surface inh | USP2a inh | hERG WT inh | Giardia killer | B2AR arrestin | PKM2 act | KCNH2 3.1 block | Eya2 phos inh | GALK inh
Cc1ccc(Cn2ccc(NC(=O)c3cc(-c4ccc(F)cc4)on3)n2)cc1 | 3 | -16% | x | 3% | -8 | 1 | -0.7% | -10% | -14 | 10% | -2%
O=c1[nH]c2ccc(N/C(=N/S(=O)(=O)c3ccccc3)c3ccccc3)cc2[nH]1 | -1 | -7% | 0% | -1% | -2 | 1 | 0.0% | u | 5 | 5% | 1%
CCOc1nc(Nc2ccc(F)cc2)nc(N2CCN(c3ccc(OC)cc3)CC2)n1 | 2 | -5% | -9% | 2% | -3 | 1 | 0.2% | 2% | u | -11% | 1%
Nc1cccc(N2C(=O)c3cccc4c(N)ccc(c34)C2=O)c1 | -2 | -12% | 17% | u | 12 | 4 | -0.8% | x | 3 | u | 3%
COc1ccc(CCNC(=O)c2ccc(Cl)nc2)cc1 | 1 | 1% | -1% | 1% | 17 | -2 | -0.3% | x | -10 | 10% | 4%
COc1ccc(OC)c(C2=C[N+](=O)C(C)(C)C(C)(C)N2[O-])c1 | 0 | 1% | 1% | 0% | 3 | 13 | 0.0% | -4% | 7 | 2% | -1%
COc1ccc(-c2cc3ccc(O)cc3oc2=O)cc1 | 1 | -21% | u | 3% | -2 | u | -0.8% | x | 26 | 3% | 0%
Oc1ccc(C(=S)N2CCN(Cc3ccccc3)CC2)cc1 | 7 | 0% | 10% | 0% | 12 | 5 | 0.1% | 4% | 4 | 14% | -1%
COc1ccc(NC2CCCN(C(=O)c3ccc(C)c(N4CCNC4=O)c3)C2)cc1 (configuration not stated) | x | 0% | -20% | -1% | 6 | -10 | -0.1% | -3% | 7 | -3% | 1%
COc1ccc(/C=N/NC(=O)C(=O)NCC2CCCO2)cc1 (configuration not stated) | 3 | -1% | 0% | 3% | 2 | 6 | 0.0% | 2% | 8 | 0% | -2%
COc1ccc(C)cc1NC(=O)NNC(=O)C1CCC(C(C)(C)C)CC1 (configuration not stated) | 4 | -5% | -1% | 0% | 11 | 17 | -0.1% | 0% | -11 | -5% | 2%
CCCSc1nc2sc3c(c2c(=O)[nH]1)CCN(Cc1ccccc1)C3 | -1 | x | 4% | x | -9 | -15 | x | -1% | -1 | x | 2%
Cn1cnnc1SCC(=O)NNC(=O)c1ccc(Cl)cc1 | 4 | 2% | 9% | 1% | 3 | -9 | 0.0% | -1% | 2 | 5% | x
CC12CN3CC(C)(CN(C1)C3c1ccc3ccccc3c1O)C2=O (configuration not stated) | -48* | u | 4% | -7% | -3 | -6 | -0.8% | 17% | 16 | -16% | 2%
C=CCN1c2ccccc2[C@]23C[C@@H](C(=O)OC)N(C(=O)OCC)C2=NC(C(=O)OC)=C(C(=O)OC)[C@H]13 | 1 | x | -27% | x | -4 | -1 | x | 2%[11.5 µM] | -6 | x | x
CCOC(=O)Cc1csc(NC(=O)Cn2c(=O)oc3ccccc32)n1 | 1 | 1% | 1% | 3% | -6 | -6 | 4.8% | -3% | 2 | -8% | -1%
C=CCc1cccc(Cl)c1OCCCNC1CCCC1 | 0 | -9% | -28% | 0% | -14 | -23 | -0.6% | 1% | 13 | 5% | 3%
CN(Cc1ccco1)C(=O)c1c[nH]c2ccc(S(=O)(=O)Nc3ccc4c(c3)OCCO4)cc2c1=O | 2 | 1% | -3% | 2% | -2 | -9 | -0.5% | -8% | -18 | -12% | x
NC(=O)COC(=O)CCCSc1nc2ccccc2s1 | 0 | u | 5% | 2% | 3 | -6 | -1.0% | 2% | 10 | 6% | 1%
CCCCNC(=O)CSc1nc(O)c(Cc2ccc(OC)cc2)c(=O)[nH]1 | 7 | 4% | -3% | -2% | -3 | 54[activator] | -0.5% | 2% | 14 | 2% | 0%
Cc1ccc(-c2nnn(CC(=O)N(Cc3ccccc3)C(C(=O)NC3CCCC3)c3ccncc3)n2)o1 (configuration not stated) | 0 | -2% | x | 3% | -18 | -3 | 0.4% | 4% | 11 | -14% | 0%
O=C(c1ccc(Cl)c(S(=O)(=O)N2CCCCC2)c1)N1CCCC(C(F)(F)F)C1 (configuration not stated) | x | -7% | -7% | 1% | -15 | 10 | -0.3% | x | 16 | 11% | x
Oc1ccc(NCc2cccs2)cc1 | -1 | -6% | -8% | 3% | -15 | 8 | 13µM* | -10%[11.5 µM] | 0 | -1% | 7%
Cc1cc(NC(=O)c2cccc(S(=O)(=O)N3CCC(C)CC3)c2)no1 | -1 | -1% | 18% | 0% | -13 | -13 | 0.4% | -1% | 16 | -8% | 2%
CCOC(=O)c1c(-c2ccc(-c3ccccc3)cc2)csc1NC(=O)CCC(=O)O | 14 | 10% | -3% | 5% | -21 | 14 | 0.1% | x | 3 | 1% | -5%
COc1ccc(NS(=O)(=O)c2ccc(NC(=S)NC(=O)/C=C/c3ccc(C)cc3)cc2)nn1 | 0 | 7% | 0% | 5% | -5 | -4 | -1.0% | 1% | u | 3% | -3%
CC(C)(C)c1ccc(C(=O)NC(=S)Nc2sc3c(c2C#N)CCC3)cc1 | 3 | 0% | 2% | 1% | 4 | 16 | -0.1% | -4% | 0 | -3% | -2%
CC(=O)Nc1sc2c(c1C(N)=O)CCN(Cc1ccccc1)C2 | 1 | 1% | 3% | 0% | 4 | 6 | -0.9% | 7% | 16 | -4% | 2%
Cc1c(NC(=O)CCCOc2ccccc2)cccc1[N+](=O)[O-] | 1 | u | 0% | 2% | 9 | 18 | -0.6% | -7% | 0 | 20% | -1%
CNc1nc(Cl)c(SC)c(NC2CCCCC2)n1 | 2 | -1% | 0% | -2% | -13 | -15 | -0.2% | 0% | x | -5% | 8%
CN(C)S(=O)(=O)c1cc([N+](=O)[O-])ccc1N1CCCCCC1 | x | -8% | 1% | -1% | -18 | -4 | -0.1% | 3% | 13 | -7% | -4%
Cc1ccc(C(=O)OCC(=O)Nc2cccc(Cl)c2C)c(O)c1 | 0 | u | 4% | -2% | 32 | -2 | 0.1% | -4% | 2 | 8% | x
CCO[C@H]1OC(C(N)=O)=C[C@@H](c2csc3ccccc23)[C@@H]1CCCO | 0 | -1% | 20% | 0% | 7 | -16 | -0.1% | 0% | 11 | 21% | 3%
Cc1ccc(N=Nc2c(C)[nH][nH]c2=O)c(C)c1 | 3 | u | -5% | -1% | -4 | 0 | 0.3% | 0% | 4 | -3% | 1%
COc1ccc(N(C(=O)CNC(=O)c2cccs2)C(C(=O)NCC2CCCO2)c2ccccc2)c(OC)c1 (configuration not stated) | -5 | 2% | 1% | -2% | -7 | 1 | 0.3% | x | -11 | -29% | 1%
N/C(=N\NS(=O)(=O)c1cc(C(F)(F)F)cc(C(F)(F)F)c1)c1ccccn1 | -1 | u | 1% | 1% | -4 | -1 | -0.4% | -2% | -10 | 2% | x
COCC(=O)Nc1nnc(C2CCCCC2)s1 | 0 | -21% | 3% | 2% | 3 | 12 | 0.0% | 22% | 30 | -11% | -2%
COc1ccc(-c2nc(CS(=O)CC(=O)NCCN3CCCCC3C)c(C)o2)cc1OC (configuration not stated) | x | 1% | 0% | 3% | -6 | 3 | -1.3% | x | -12 | -3% | -9%
O=c1cc(C(F)(F)F)[nH]c2ccccc12 | -1 | 23% | -34% | -1% | 3 | -10 | 0.1% | -2% | 9 | -23% | -1%
Cc1ccc(-n2nc3c(=O)n(CC(=O)NCc4ccccc4)nc(C)c3c2C)cc1 | -1 | 1% | -14% | 3% | 11 | -21 | -0.5% | x | -1 | -5% | 8%
CCc1ccc(O)c(N=Cc2ccccc2O)c1 | 0 | u | u | 2% | 3 | 5 | 0.3% | 10% | -6 | 13% | -3%
O=C(c1ccccc1)c1nn(-c2cccc(Cl)c2)c2nc(-c3ccccc3)cc(=O)n12 | 3 | 8% | 0% | -1% | 18 | 12 | -0.1% | -2% | 2 | -11% | 0%
Fc1ccccc1C1CCN(Cc2nc(CC3CC3)no2)C1 (configuration not stated) | -1 | 4% | -2% | -1% | 6 | 5 | -0.7% | 0% | 8 | 5% | 2%

Bioassay records (PubChem)
